# KCC2 mod – modulates chloride dependent transport by human KCC2. Q9H2X9. KCC2 cells, thallium flux FluoZin-2 fluorescence. B-score of Tl+ flux slope (higher = more flux/activation; lower = inhibition) at 10 µM. hit rate 2.2% among 190,000. AID 1456;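 active = thallium flux slope and its plate-corrected score both differing from the plate sample mean at a set confidence after two filtering rounds, in either direction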;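 also: slope of fluorescence scaled to starting intensity during 10 to 20 s after thallium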
# Calpain2 inh – inhibitors of pig calpain II. purified calpain II, fluorogenic peptide substrate, 30 min. inhibition, % at 16 µM. hit rate 0.37% among 220,000;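 active = inhibition above about 50%, limit read from the data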
# Rad51 HR inh – blocks human Rad51 in homologous recombination | AID 1385 | hit rate 0.085% among 200,000 | inhibition, % at 10 µM | hRad51 DNA strand exchange, fluorescence dequenching | Q06609;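 active = inhibition above 40% at the single screening dose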;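 also: 0% = DMSO control wells and 100% = blanks with heterologous ssDNA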
# Target sequence (Q06609 whole entry, looked up): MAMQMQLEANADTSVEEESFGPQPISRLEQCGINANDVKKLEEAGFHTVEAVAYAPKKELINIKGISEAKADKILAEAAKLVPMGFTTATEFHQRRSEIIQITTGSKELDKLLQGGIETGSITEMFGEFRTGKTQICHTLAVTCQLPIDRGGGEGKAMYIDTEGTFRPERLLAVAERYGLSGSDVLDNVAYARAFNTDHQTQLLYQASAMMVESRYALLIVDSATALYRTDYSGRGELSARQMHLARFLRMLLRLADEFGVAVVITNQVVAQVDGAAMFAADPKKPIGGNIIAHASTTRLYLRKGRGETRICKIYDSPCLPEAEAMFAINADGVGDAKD
#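 System: hRad51 filaments on single-stranded DNA; reagent: Fluorescein- and BHQ1-tagged 47-mer duplex; compound dosing: one concentration, 10 µM final; timing: filaments 15 min 37 °C, then compound 30 min; measured by: fluorescein emission 520 nm, excitation 485 nm; benchmarks: per-plate controls and blanks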
# FXIa inh – factor XIa (human) inhibition. purified FXIa, Boc-Glu-Ala-Arg-AMC fluorogenic substrate. P03951. AID 798. inhibition, % at 5 µM. hit rate 0.14% among 220,000;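 active = inhibition of at least 40%; inactive = inhibition below 40%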;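 also: fluorescence of freed AMC excited at 355 nm; 0% = enzyme without compound and 100% = no enzyme blank; many of its hits are not listed in these tables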
# PERK inhibitor – blocks human PERK kinase | Q9NZJ5 | CHO PERK-DD fusion, SEAP luminescence translation reporter | inhibition, % at 5.6 µM | hit rate 0.17% among 220,000 | AID 1416;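 active = inhibition above the mean inhibition of all tested compounds plus 3 SD, set separately per screening campaign, cut at about 2.9% in these data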;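 also: PERK kinase domain activated by AP20187 dimerizer at 100 nM; 0% = DMSO with dimerizer and 100% = rapamycin at 8.4 µM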
# hK5 inh – blocks human kallikrein 5 protease activity. recombinant hK5, fluorogenic AMC substrate cleavage. inhibition, % at 5 µM. hit rate 0.59% among 210,000. AID 873;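 active = inhibition of 40% or more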;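 also: 0% = enzyme controls without compound and 100% = no-enzyme blanks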
# Target sequence (Q9Y337 67-293 limits assumed): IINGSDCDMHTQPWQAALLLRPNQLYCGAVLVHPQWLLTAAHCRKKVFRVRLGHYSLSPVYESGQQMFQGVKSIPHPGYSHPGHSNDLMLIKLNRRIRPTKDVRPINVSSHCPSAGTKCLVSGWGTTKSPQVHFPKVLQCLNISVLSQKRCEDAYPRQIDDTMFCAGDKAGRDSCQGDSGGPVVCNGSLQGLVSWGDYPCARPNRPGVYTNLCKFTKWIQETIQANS
# FXIIa inh – blocks human coagulation factor XIIa protease activity; P00748; purified FXIIa, Boc-QGR-AMC fluorogenic substrate, 2 h; inhibition, % at 5 µM; hit rate 0.3% among 220,000; in the data active = inhibition above about 40%;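 also: 0% = enzyme with no compound and 100% = blank without enzyme; many of its hits are not listed in these tables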
# Thrombin inh – inhibitors of human thrombin; P00734; alpha-thrombin, Boc-VPR-AMC fluorogenic substrate cleavage; inhibition, % at 5 µM; hit rate 0.26% among 220,000; AID 1046;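 active = inhibition at or above 40%; inactive = inhibition below 40%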;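 also: 0% = enzyme with no compound and 100% = wells without enzyme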
#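 System: human alpha-thrombin protein; Compound dosing: one concentration per compound, 5 µM, with 0.2% DMSO; Timing: reaction at room temperature; Technique: AMC fluorescence, 355/460 nm; Controls: enzyme without compound as high, wells lacking enzyme as low.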
# Furin inhibitor – inhibitors of human furin. hit rate 0.061% among 220,000. purified furin, fluorogenic substrate cleavage. inhibition, % at 30 µM. P09958; in the data active = inhibition above about 25%; also: inactives centre near -15
# Starred values were filed as active, the others as inactive; i = inactive; . = no result given; [ ] = remark or other dose.
SMILES,KCC2 mod,Calpain2 inh,Rad51 HR inh,FXIa inh,PERK inhibitor,hK5 inh,FXIIa inh,Thrombin inh,Furin inhibitor
COC(=O)Cc1c(O)ccn(Cc2ccc(OC)c(OC)c2)c1=O,0.8,-15,17,1,1.9,-5,11,7,-16
CCNC(=S)NNC(=O)Cc1ccccc1,0.74,2,-10,-2,1.4,-6,8,-6,-17[20 µM]
Cc1ccc(S(=O)(=O)NC(C)(C)CN2CCC(Cc3ccccc3)CC2)cc1,-2.9,31,-13,-5,-2.8,-3,-4,-2,-4
CC1CCCN(Cc2c(O)ccc3c2O/C(=C\c2ccco2)C3=O)C1 (stereo unspecified),i,-279,.,9,-0.3,-21,12,3,-1
O=C(/C=C/c1cccc([N+](=O)[O-])c1)NCCSc1ccccc1,.,35,0,6,0.6,-5,12,2,-11
COc1ccc(S(=O)(=O)n2nc(-c3ccc(Cl)cc3)cc2N)cc1OC,.,32,-1,-4,-2.0,48*,7,4,-5
Cc1ccc2cccc(S(=O)(=O)N3CCCc4ccccc43)c2n1,-0.34,11,-5,-1,0.6,0,8,-1,-30
Cc1ccc(C)c(-n2c(-c3csc(C)c3)n[nH]c2=S)c1,-0.42,-83,8,-6,0.4,-15,4,-8,-1[20 µM]
CC1(C)CC(=O)C2=C(C1)OC1=C(C(=O)CC(C)(C)C1)C2c1ccccc1,-1.9,25,6,8,-0.5,19,11,8,-8[20 µM]
Cc1cc2c(c(=O)n1Cc1cccnc1)C(c1ccccc1)C(C#N)=C(N)O2 (stereo unspecified),.,12,-11,-15,1.9,7,0,-5,-23
COc1ccc(CNC(=O)COC(=O)C2CC3C=CC2C3)cc1 (stereo unspecified),0.045,8,-3,3,0.1,-2,3,-12,-10
Cc1ccccc1NC(=S)NC(=O)c1cc(-c2ccccc2)nc2ccccc12,14*,-38,6,-1,-0.8,-3,6,2,-13[20 µM]
Nc1nc(SCC(=O)Nc2ccccc2C(F)(F)F)[nH]c(=O)c1-c1ccccc1,-0.57,-2,13,-2,1.5,2,3,-4,-16
COc1ccc(S(=O)(=O)N2CCC(C(=O)Nc3c(F)cccc3F)CC2)cc1,.,-24,0,-7,1.2,-10,0,-8,-19
CC1=NN(C(C#N)c2cccc([N+](=O)[O-])c2)C(C)(C)C1 (stereo unspecified),0.46,12,0,-4,0.2,-23,4,-19,-6
O=C1C=C(N2CCCCCC2)C2(CCCCC2)O1,0.0086,-6,.,-4,-0.2,.,0,-7,-12
CCC(=O)NC(=S)Nc1ccccc1C(=O)OC,0.72,15,1,6,0.7,-20,15,1,-3
Oc1c(C(c2ccccn2)N2CCC(Cc3ccccc3)CC2)cc(Cl)c2cccnc12 (stereo unspecified),0.012,-122,11,-3,0.9,-13,6,-3,-23
NNC(=O)c1ccccc1OCc1ccccc1,-0.14,-16,3,-1,0.6,7,-1,-8,-21
OCC[C@H]1C[C@H](O)[C@@H](O)[C@@]2(CCCCO2)O1,0.65,-3,-4,-4,-0.2,-9,7,-2,-13
COc1ccc(CC(=O)Nc2ccc(-c3csc(C)n3)cc2)cc1,-0.31,4,-2,3,-0.5,-6,7,1,-14[20 µM]
Cn1cccc1CNC(=O)Nc1ccc(Cl)c(Cl)c1,-0.0036,28,-5,-8,-0.6,-15,-7,2,-9
COc1ccc2cnn(CCOc3ccccc3)c(=O)c2c1OC,-1.1,-4,1,8,-0.7,-9,6,-4,-18
COCCN(CCOC)C(=O)c1sc2nc(-c3ccccc3)cn2c1C,.,-43,-8,7,0.1,-9,-10,-3,-14[20 µM]
CCCCCC(=O)NNC(=S)NC(=O)c1ccccc1[N+](=O)[O-],1.8,-41,-12,-4,0.2,-14,4,9,-23
CCCNc1nc(Cl)nc(NCc2cccnc2)n1,0.3,-21,14,-4,-0.2,-3,4,-5,-20
Cc1nc(NC(=O)/C=C/c2ccccc2)n[nH]1,-0.19,6,8,-2,0.4,-5,3,0,-9
CCCCNC(=O)C1CCCNC1=O (stereo unspecified),-0.074,-24,3,-2,0.6,-1,9,0,-22[20 µM]
COc1cccc(NC(=O)CSc2nncn2-c2ccccn2)c1,-0.097,-40,4,-7,0.1,-6,0,-13,-20
O=c1cc2c(nn1Cc1ccc(Cl)cc1Cl)-c1ccccc1CC2,.,32,8,1,0.2,-9,5,-3,-8[20 µM]
Cc1nn(C)cc1C1C(C#N)=C(N)N(c2ccc(F)c([N+](=O)[O-])c2)C2=C1C(=O)CCC2 (stereo unspecified),.,1,1,9,1.6,-8,17,0,-15
COC(=O)Cn1cc(C(=O)C2CC2)c2ccccc21,0.014,-15,-9,3,0.3,-13,13,-4,-14[20 µM]
O=C(Nc1ccc2oc(-c3ccc(Cl)c(Cl)c3)nc2c1)c1ncn[nH]1,-0.83,-54,1,3,0.6,-130,12,-11,-9[20 µM]
CCC(C)NCCCOc1c(C)cc(C)cc1Br (stereo unspecified),0.71,15,-6,-1,-1.0,-7,10,-1,-5
COc1cccc(C=Nc2ccccc2C(=O)Nc2nccs2)c1OC,0.71,i,-5,-4,0.0,-76,5,-4,-10[20 µM]
O=C(Nc1cccc(-c2nc3ccccc3o2)c1)c1ccc(N2C(=O)C3C4C=CC(C4)C3C2=O)cc1 (stereo unspecified),-0.5,-41,0,1,-1.9,-2,14,-3,-13[20 µM]
CC1Cc2ccccc2N1S(=O)(=O)c1cnc[nH]1 (stereo unspecified),-0.4,-6,2,2,0.4,12,9,-5,-21
CC(C)C1N=C2c3ccccc3N=C(SCC(=O)NCCc3ccc(S(N)(=O)=O)cc3)N2C1=O (stereo unspecified),0.021,-79,1,-2,0.1,5,11,-7,-18
Cc1nc(SCC(=O)Nc2ccc(C)c(F)c2)c2oc3ccccc3c2n1,-0.11,-64,25,1,1.4,-1,11,5,-37
O=C(N/N=C/c1cc([N+](=O)[O-])ccc1O)C1CC1,-1,14,-2,5,1.0,-10,10,-3,-9
O=C(CN1C(=O)S/C(=C\C=C\c2ccccc2)C1=O)N1CCOCC1,-1.5,-19,.,2,0.4,3,11,-5,-6
C=CCNc1ncnc2c1cnn2-c1cccc(C)c1,0.052,-7,-10,22,0.8,-3,18,2,-26
COc1ccc(S(=O)(=O)n2nc(-c3ccc(Cl)cc3)cc2N)cc1,0.59,30,19,-1,-2.2,0,8,-1,-17
CCCC(=O)Nc1ccc(-c2csc(N/N=C\c3ccncc3)n2)cc1,0.3,-45,-16,6,-0.4,4,10,1,-9
COc1ccc2oc(=O)c(-c3csc(Nc4ccc(O)cc4)n3)cc2c1,0.24,-9,.,8,-0.3,0,10,0,-11
OC(COCc1ccc2c(c1)OCO2)CN1CCC(Cc2ccccc2)CC1 (stereo unspecified),-3.1,15,-2,-2,1.6,0,5,-4,-26
COc1cccc(OC)c1C(=O)Nc1ccc2c3c(cccc13)CC2,-0.011,5,-1,2,-0.5,-7,21,1,-12
c1ccc(-c2ccnc3ncnn23)nc1,0.32,-20,2,-5,0.5,-20,-4,-2,-22
Cc1nn(-c2nc3ccccc3[nH]2)c(N)c1-c1ccc(Cl)cc1,0.24,6,-4,-9,-0.7,-11,0,-6,-11[20 µM]
O=C(Cc1ccccc1)Nc1nnc(-c2ccco2)s1,.,-48,-2,8,-0.9,-15,16,3,-19
CC(=O)Nc1ccc(NC(=O)CSc2ccc(-c3ccco3)nn2)cc1,-1.6,-45,0,-8,0.3,-7,1,-4,-18
CC(NC(=O)Cc1cccs1)c1ccc2c(c1)OCO2 (stereo unspecified),1.7*,-113,-8,5,0.2,-15,-13,-5,-11[20 µM]
COc1cc(C(c2sc3nc(C)nn3c2O)N2CC(C)CC(C)C2)cc(OC)c1OC (stereo unspecified),-1.2,-1,-2,7,-1.0,-4,12,-4,-10
CCC(C)Oc1nc2ccccc2nc1NS(=O)(=O)c1ccccc1 (stereo unspecified),.,-12,2,3,-0.7,12,11,1,-10[20 µM]
CC(=O)N1CN(Cc2ccccn2)Cc2c1sc1c2CCCC1,-0.27,-21,8,8,-0.1,-15,25,4,-20
O=C(Cn1cc(C(=O)c2cccs2)c2ccccc21)NCC1CCCO1 (stereo unspecified),-1.2,-1,-5,-4,0.4,6,-9,-13,-22[20 µM]
CN(C)S(=O)(=O)c1ccc2c(c1)nc1n2CCC1,-0.12,-6,0,-18,0.7,10,14,3,-15[20 µM]
COC(=O)c1ccc(COc2ccc3c(C)c(C)c(=O)oc3c2C)o1,.,1,3,-7,2.2,-3,9,2,-16
Cc1cc(C(=O)OCC(=O)NCc2ccccc2Cl)c(C)o1,-0.85,23,-22,6,-0.3,18,8,16,-19
CCN(C(=O)CSc1nc2ccccc2c(=O)n1-c1ccc(C)cc1)C1CCS(=O)(=O)C1 (stereo unspecified),-1.5,12,-4,11,-0.8,1,14,-8,-2
# Following part
SMILES,KCC2 mod,Calpain2 inh,Rad51 HR inh,FXIa inh,PERK inhibitor,hK5 inh,FXIIa inh,Thrombin inh,Furin inhibitor
O=C(c1ccc(N2C(=O)C3CCCCC3C2=O)cc1)N1CCCCC1 (stereo unspecified),0.4,-11,4,0,0.2,-16,4,-10,-25
Cc1ccc(OCc2nnc(SCC(=O)N3CCOCC3)n2C)cc1,0.013,-5,-2,6,-0.4,-11,-6,-1,-22[20 µM]
O=C1CCN2C=Nc3cccc4ccc1c2c34,.,i,i,6,1.0,-22,9,-2,-4
CCn1c(SCC(=O)Nc2oc(-c3ccccc3)c(-c3ccccc3)c2C#N)nnc1-c1ccco1,-2,-20,-2,-8,0.4,4,-10,-5,-26[20 µM]
COc1cccc(C(=O)Nc2cc(S(=O)(=O)N3CCCCC3)ccc2OC)c1,-0.79,6,0,1,-0.6,-1,7,-4,-32
O=C(CN1CCN(c2nc(-c3ccc(F)cc3)cs2)CC1)NCc1ccc2c(c1)OCO2,0.18,31,2,-4,0.2,-27,9,-4,-15[20 µM]
COc1ccc(C(C#N)c2ccc(=O)[nH]n2)cc1 (stereo unspecified),-0.064,-18,7,-6,1.1,-8,0,-4,-29
O=C(/C=C/c1cccs1)N1CCN(c2ccccc2)CC1,-0.0059,-8,25,-7,1.9,-6,2,3,-13
CCC(CC)C(=O)Nc1cccc(C(=O)N2CCCCCC2)c1,.,-17,11,3,-0.8,2,17,5,-5[20 µM]
Cc1cc(C(C)(C)C)cc(C)c1C(=O)O,0.18,0,.,-3,-0.3,-2,2,-12,-9
CC(C)c1ccc(NC(=S)NCCc2c[nH]c3ccccc23)cc1,-1.5,42,2,3,1.0,-7,11,-15,-7
Cn1c(=O)c(C(=O)CN2CCCCCC2)c(N)n(Cc2ccccc2)c1=O,-0.5,-24,-149,-2,0.5,-4,6,0,-25
COc1ccc(OCCCSc2ncccn2)cc1,-1.5,-9,1,4,0.5,2,8,-2,-6

# Single records, from the list above:
# Listed for `CCC(CC)C(=O)Nc1cccc(C(=O)N2CCCCCC2)c1` : KCC2 mod: .; Calpain2 inh: -17; Rad51 HR inh: 11; FXIa inh: 3; PERK inhibitor: -0.8; hK5 inh: 2; FXIIa inh: 17; Thrombin inh: 5; Furin inhibitor: -5[20 µM]
# Listed for `CC(C)c1ccc(NC(=S)NCCc2c[nH]c3ccccc23)cc1` : KCC2 mod: -1.5; Calpain2 inh: 42; Rad51 HR inh: 2; FXIa inh: 3; PERK inhibitor: 1.0; hK5 inh: -7; FXIIa inh: 11; Thrombin inh: -15; Furin inhibitor: -7

# These rows are one share of the data, so the mix of outcomes need not match the whole.
